Screening results as filed in PubChem BioAssay.
procasp3 activ = activates human procaspase-3. P42574. recombinant procaspase-3 D3A, Ac-DEVD-pNA absorbance 405 nm. activation, % at 8.5 µM. 330,000 compounds, 0.11% hits. AID 463141;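 active = activation above the mean of all tested compounds plus 3 SD, cut at about 21% in these data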;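 also: 0% = DMSO alone and 100% = DMSO wells spiked with extra 5 µM PC-3 D3A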
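assay system = Procaspase-3 D3A mutant | signal = absorbance at 405 nm, 0 and 120 min | times = 1 h preincubation plus 2 h reaction at 25 °C | repeats = single replicate | read-out = % activation between DMSO and enzyme-spiked controls | medium = Zinc-free HEPES saline buffer with Triton X-100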
ZTA DNA inh = blocks Epstein-Barr virus ZTA, an EBNA-1 counter-screen. P03206. ZTA-DNA binding, fluorescence polarization. inhibition, % at 11 µM. 320,000 compounds, 0.15% hits. AID 2234; in the data active = inhibition above about 33%
EBNA-1 inhibitor = blocks EBNA-1 binding to DNA; AID 1950; 300,000 compounds, 0.34% hits; inhibition, % at 14.8 µM; EBNA-1 DNA binding, fluorescence polarization; in the data active = inhibition above about 28%
LAP4 TOR yeast = yeast TOR pathway LAP4-GFP modulation; AID 2023; 320,000 compounds, 0.34% hits; S. cerevisiae LAP4-GFP multiplex, flow cytometry GFP, 3 h; median GFP as percent of DMSO wells; GFP response vs DMSO, % at 10 µM;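 active = GFP response vs DMSO above a set limit, about the screen mean plus 3 SD, cut at about 150% in these data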
proCasp7 act = activates human procaspase-7, counter-screen for procaspase-3 activators | activation, % at 8.5 µM | recombinant procaspase-7, Ac-DEVD-pNA absorbance 405 nm; D23A/D198A/D206A triple mutant, cannot self-cleave; scale: DMSO 0, 5 µM enzyme 100 | 330,000 compounds, 0.093% hits | AID 463210 | P55210;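 active = percent activation above the screen-wide mean plus 3 SD, cut at about 25% in these data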
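Detection: p-Nitroaniline absorbance at 405 nm, read at 0 and 120 min; system: Uncleavable procaspase-7 mutant enzyme; evaluation: % activation from two-timepoint absorbance difference, scaled to controls; times: 1 h enzyme–compound preincubation and 2 h substrate reaction, both 25 °C; buffer or medium: Zinc-free HEPES pH 7.4 with 300 mM NaCl, 0.01% Triton X-100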
MEP2 TOR yeast = alters MEP2-GFP fluorescence in TOR pathway yeast screen; 330,000 compounds, 0.51% hits; GFP response vs DMSO, % at 10 µM; AID 2016; S. cerevisiae MEP2-GFP strain, flow cytometry GFP, 3 h; 100% = DMSO control level;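 active = GFP response versus DMSO above a set limit, roughly screen mean plus 3 SD, cut at about 180% in these data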;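 also: median GFP fluorescence of the barcode-gated MEP2-GFP cells per well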
RPL19A-GFP yeast = modulators of TOR pathway RPL19A-GFP in S. cerevisiae | AID 2025 | percent response vs DMSO, % at 10 µM | 330,000 compounds, 0.3% hits | S. cerevisiae RPL19A-GFP strain, flow cytometry, 3 h; stronger effect = lower value;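 active = percent response vs DMSO below 50%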;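 also: median channel GFP fluorescence of the barcoded RPL19A-GFP strain; ratio of sample median GFP to plate DMSO average so 100% = DMSO; lower means less RPL19A-GFP as with rapamycin TOR inhibition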
AHR activator = activates the human aryl hydrocarbon receptor | P35869 | AHR-responsive luciferase reporter cells, luminescence | activation, % at 5 µM | 320,000 compounds, 2.5% hits | AID 2796; in the data active = activation above about 47%;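 also: 0% = vehicle wells and 100% = reference agonist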
* = called active by the depositor; . = no result given.

SMILES	procasp3 activ	ZTA DNA inh	EBNA-1 inhibitor	LAP4 TOR yeast	proCasp7 act	MEP2 TOR yeast	RPL19A-GFP yeast	AHR activator
CSc1nc(Sc2ccccc2Cl)c2ccccc2n1	-1.6	4.2	9.6	104.9	-8.8	101.6	99.9	0.5
CCSc1nc2cc(OC)c(OC)cc2c(=O)n1CCc1ccccc1	1.9	10.8	3.0	111.2	-3.8	108.9	104.4	3.8
O=c1c2c(-c3ccccc3)csc2ncn1/N=C/c1c2ccccc2cc2ccccc12	0.1	-7.6	13.7	96.4	-3.6	101.1	96.1	41.4
Cc1ccc(F)cc1NC(=O)c1cccc(N(C)C)c1	-6.6	-24.2	-10.0	106.8	3.8	113.9	100.0	2.2
O=C(NCc1ccco1)C1CC(c2ccc(Cl)c(Cl)c2)=NO1 (stereo unspecified)	3.2	7.6	-1.1	108.6	7.1	106.7	104.8	0.5
O=S(=O)(Nc1cccnc1)c1cc(Cl)ccc1Cl	3.3	-0.9	-4.0	94.7	6.7	93.2	91.9	2.0
CC(=O)NC(c1ccco1)c1ccc2cccnc2c1O (stereo unspecified)	-0.3	-1.7	0.1	94.0	-1.6	98.2	97.4	-2.3
CCOc1ccccc1-c1cc(-c2ccccc2)nc2c1c(=O)n(C)c(=O)n2C	4.2	6.3	2.4	103.5	-0.2	98.8	96.2	10.1
O=C1CN(C(=O)CNCc2ccccc2Cl)c2ccccc2N1	-0.2	-4.9	6.1	97.2	1.0	84.7	88.2	87.6*
Cc1cc(C(=O)NNC(=O)CN2C(=O)NC3(CCCCC3)C2=O)c(C)o1	7.8	1.6	.	99.5	0.0	103.7	98.9	-1.8
Cc1ccc(N2CC(C(=O)Nc3ccc(S(=O)(=O)NCC4CCCO4)cc3)CC2=O)cc1C (stereo unspecified)	9.4	-5.9	3.2	96.3	3.6	96.4	97.7	-0.8
Cc1ccc(S(=O)(=O)N(Cc2cccc(F)c2)C(=O)N2CCN(C)CC2)cc1	4.0	18.0	5.7	117.2	7.1	98.2	102.8	-2.6
CC(C)c1ccc(NC2CCCN(C(=O)c3ccnn3C)C2)cc1 (stereo unspecified)	0.8	10.6	7.8	96.4	2.8	102.0	100.3	2.0
COCC(=O)c1[nH]c2ccccc2c1C	1.2	-0.3	-0.7	105.1	6.2	111.6	99.9	7.8
CCOC(=O)CN1C(=O)S/C(=C/c2cc(C)n(-c3ccccn3)c2C)C1=O	-15.8	8.2	9.6	106.5	-15.3	91.8	99.0	15.7
COC(=O)c1[nH]cnc1C(=O)c1ccccc1	-4.0	-20.7	1.7	99.0	-3.1	101.1	94.5	-1.1
Cc1ccc(C)c(NC(=O)CN2C(=O)NC(CCc3ccccc3)C2=O)c1 (stereo unspecified)	9.9	.	.	90.1	10.7	93.5	99.4	0.6
CCOc1ccc(/C=C2\SC(=O)N(CCNC(=O)C3COc4ccccc4O3)C2=O)cc1OC (stereo unspecified)	4.8	-9.5	-4.3	83.8	10.4	101.3	104.2	4.9
CCCn1c(N2CCN(CC(=O)NCc3cccs3)CC2)nc2ccccc21	3.3	7.8	5.0	100.5	1.3	100.2	98.1	12.3
N#Cc1c(-c2ccc(F)cc2)nc2n(c1=O)CCS2	8.8	-9.3	-9.6	98.2	-11.1	108.0	102.2	0.5
Cc1ccc(NC(=S)NC(=O)c2ccc(Br)o2)c(C)c1	-4.4	8.1	10.3	98.2	3.0	98.4	95.4	5.7
Cc1nc2ccccc2c(=O)n1/N=C/c1ccc2ccccc2c1O	-2.4	-11.2	7.6	104.5	-9.8	101.0	97.3	24.3
CCC(=O)Oc1ccc(C2NC(=O)c3ccccc3O2)cc1OC (stereo unspecified)	5.7	-4.6	-9.6	80.5	-0.8	90.5	96.1	-0.1
Cn1cnc(C(=O)N2CCc3ccccc3C2)c1C(=O)N1CCc2ccccc2C1	-5.9	.	.	100.1	3.5	102.4	103.5	2.1
O=C(Nc1c2c(nc3ccccc13)CCCC2)c1ccccc1Br	-5.0	4.2	7.0	87.5	1.2	98.7	98.6	36.0

Just proCasp7 act, for two of the compounds above:
smiles	proCasp7 act
CC(=O)NC(c1ccco1)c1ccc2cccnc2c1O (stereo unspecified)	-1.6
CCOc1ccccc1-c1cc(-c2ccccc2)nc2c1c(=O)n(C)c(=O)n2C	-0.2

Seven compounds from above, sorted by the value under MEP2 TOR yeast, rising:
Molecule,MEP2 TOR yeast
O=C1CN(C(=O)CNCc2ccccc2Cl)c2ccccc2N1,84.7
CCC(=O)Oc1ccc(C2NC(=O)c3ccccc3O2)cc1OC (stereo unspecified),90.5
O=S(=O)(Nc1cccnc1)c1cc(Cl)ccc1Cl,93.2
Cc1ccc(NC(=S)NC(=O)c2ccc(Br)o2)c(C)c1,98.4
CCCn1c(N2CCN(CC(=O)NCc3cccs3)CC2)nc2ccccc21,100.2
CSc1nc(Sc2ccccc2Cl)c2ccccc2n1,101.6
Cn1cnc(C(=O)N2CCc3ccccc3C2)c1C(=O)N1CCc2ccccc2C1,102.4

Later entries
SMILES	procasp3 activ	ZTA DNA inh	EBNA-1 inhibitor	LAP4 TOR yeast	proCasp7 act	MEP2 TOR yeast	RPL19A-GFP yeast	AHR activator
O=C(CCS(=O)(=O)c1ccccc1)Nc1ccc2c(c1)C(=O)NC2=O	0.5	7.0	-5.1	98.6	3.2	95.8	96.6	2.1
CC(Sc1nnnn1C1CC1)C(=O)N1CC(=O)Nc2ccccc21 (stereo unspecified)	1.1	-16.6	.	89.6	1.1	95.7	92.2	8.4
N#CCCn1cc(/C=C(\C#N)c2nc3ccccc3s2)c(-c2ccc(F)cc2)n1	-3.5	-7.0	-25.2	93.3	-0.2	93.4	92.6	11.5
Cc1noc(/C=C/c2nn(C)cc2Cl)c1[N+](=O)[O-]	-1.6	-4.2	4.7	144.1	4.5	94.7	93.0	-0.5
O=C(CCC(=O)N1CCCCC1)Nc1ccc(Cl)c(Cl)c1	1.4	-2.4	-0.5	97.9	-1.3	110.8	103.1	4.1
CN1CCN(C(=O)c2ccc(-c3ccc(Br)cc3)o2)CC1	-10.1	.	.	104.4	-4.4	102.3	103.2	5.9
COc1cccc(Oc2ccc(C(F)(F)F)cc2NC(=O)c2cccc(F)c2)c1	9.0	6.5	-8.1	89.6	6.7	91.9	111.5	5.3
CCOC(=O)c1[nH]c(C)c(C(=O)Nc2cc(Cl)ccc2C)c1C	12.2	3.1	-0.2	105.6	11.9	106.3	101.9	0.6
COc1ccccc1N(C(=O)NCc1ccccc1)C1=NCC(C)S1 (stereo unspecified)	-10.0	-5.0	-11.3	95.9	-2.9	98.6	103.5	4.2
CS(=O)(=O)c1ccc(Cl)c(NC(=O)COC(=O)COc2ccc3c(c2)CCC3)c1	-2.1	-5.3	-6.6	104.8	0.1	95.2	96.1	4.1
Cc1sc2c(c1C)C(O)=C(C(=O)Nc1ccccc1)S(=O)(=O)N2C	0.9	0.6	-7.1	110.7	5.6	102.8	96.6	16.5
N#C/C(=C\c1c[nH]c2ccccc12)C(=O)NC1CC1	2.5	3.8	20.8	108.2	-2.7	122.0	111.1	-4.2
N#C/C(=C/c1ccc(CNS(=O)(=O)c2ccccc2)o1)C(=O)NCc1ccccc1	-4.3	4.8	7.4	88.9	7.0	98.3	99.8	0.6
CCOC(=O)C1=C(C)NC(=O)NC1c1ccc(C)o1 (stereo unspecified)	1.7	2.7	6.3	107.3	-7.0	96.0	99.8	-2.2
CCOC(=O)c1c(NC(=O)CSc2ncn[nH]2)sc(C)c1C	3.4	-6.0	-13.3	99.0	-6.6	101.0	97.2	-1.8
O=S(=O)(c1ccc(Cl)cc1)N1CCCN(c2ccc(C(F)(F)F)cn2)CC1	-1.4	7.9	-5.8	125.7	1.3	99.6	98.6	0.6
CCn1c(CC(=O)Nc2cccc(Cl)c2Cl)nnc1SCCOc1ccc(OC)cc1	-4.9	-17.8	1.5	107.0	8.3	110.8	109.7	4.7
CCn1ncc(Br)c1C(=O)Nc1ccc(OC(F)(F)F)cc1	8.7	6.4	-4.9	105.7	-2.7	114.5	102.1	95.7*
CCN(CC)S(=O)(=O)c1ccc(NCc2ccccn2)nc1	2.1	2.3	-2.4	103.2	3.6	104.6	101.2	-0.1
Cn1c(SCC(=O)Nc2ccc3nc(SCC(=O)N4CCCC4)sc3c2)nnc1-c1ccccc1	1.0	-7.8	5.6	100.8	-1.5	99.5	98.5	3.9
Cc1ccc(NC(=O)c2cc(NC(=O)/C=C\C(=O)O)ccc2N2CCCCC2)cc1	2.9	12.8	-5.7	106.8	-10.1	102.4	94.3	36.4
O=C(N(Cc1ccccc1)c1ccccn1)C12CC3CC(CC(C3)C1)C2	-1.2	-6.2	6.5	111.4	10.3	107.9	101.2	3.3
CCn1nc(C)c(CN2CCc3c([nH]c4ccccc34)C2c2ccc(F)c(OC)c2)c1C (stereo unspecified)	-1.9	10.9	-2.1	89.6	-11.1	96.1	101.6	24.2
CN(CC1CCN(CCc2cccc(C(F)(F)F)c2)CC1)C(=O)c1ccccc1	-0.7	6.4	3.5	102.5	12.2	100.4	99.9	1.4
N=P(N1CCOCC1)(N1CCOCC1)C12CC3CC(CC(C3)C1)C2	4.0	-10.5	-5.1	99.6	13.1	105.4	105.6	-1.3
The list continues:
SMILES	procasp3 activ	ZTA DNA inh	EBNA-1 inhibitor	LAP4 TOR yeast	proCasp7 act	MEP2 TOR yeast	RPL19A-GFP yeast	AHR activator
CCOc1ccc(NC(=O)CSc2nncc(=O)[nH]2)cc1	-4.3	2.8	2.3	93.4	-6.1	100.3	103.5	0.2
CC1CCCC(NC(=O)c2cn(C)c3ccc(S(=O)(=O)N4CCCC4)cc3c2=O)C1C (stereo unspecified)	1.5	-8.9	-13.2	105.3	0.9	101.0	98.8	-0.4
Cc1noc(C)c1CSCC(=O)N(C)CC(=O)Nc1ccc(F)c(F)c1F	-1.3	6.4	1.3	96.0	9.3	99.1	93.6	-0.7
CC1(C)CC(=O)C/C(=N/NC(=O)CCCOc2ccc(Cl)cc2Cl)C1	-7.0	-0.9	-18.0	99.1	-6.3	79.8	90.8	9.3
Cc1cc(/C=C(\C#N)C(=O)NCc2ccco2)c(C)n1C1CCCC1	-4.1	-4.7	-1.1	98.7	-3.9	100.5	97.6	8.7
Cc1nc(N2CCCCC2)sc1C(=O)c1ccc(SCCO)c([N+](=O)[O-])c1	-1.3	10.4	4.5	98.2	5.1	100.0	102.9	-2.4
CC(CC(=O)O)CC(=O)NNC(=O)c1cccc(Br)c1 (stereo unspecified)	-0.4	-0.1	2.5	95.9	8.1	99.5	99.5	-1.5
Cc1cc(S(=O)(=O)Nc2cccc([N+](=O)[O-])c2)c(C)s1	-7.9	-2.9	-0.5	90.7	16.4	98.8	103.2	-1.6
Cc1ccc(N2C(=O)NC(NS(=O)(=O)c3ccccc3)(C(F)(F)F)C2=O)cc1 (stereo unspecified)	5.9	11.8	1.6	91.6	-3.8	97.6	100.6	-0.5
C[C@H](NC(=O)C1(c2ccccc2)CCN(C(=O)[C@H]2CSCN2C(=O)OC(C)(C)C)CC1)C(=O)O	2.6	-10.5	-2.5	97.5	-6.0	97.8	100.1	2.1
O=C(Nc1ccc(S(=O)(=O)Nc2ccccn2)cc1)C(F)(F)F	4.8	4.5	-0.9	90.3	9.1	96.9	100.8	2.3
O=C(c1ccc(-c2nnc(-c3ccccc3)o2)cc1)N1CCCCCC1	-0.4	-20.6	-3.3	117.6	-7.3	107.6	99.0	1.8
